# Mtb RmlCD inh: blocks M. tuberculosis RmlC and RmlD coupled enzymes. inhibition, % at 3.6 µM. 160,000 compounds, 0.03% hits. RmlC+RmlD coupled enzyme assay, percent inhibition; primary screen in compound mixtures; in the data active = inhibition mostly above about 34%, no sharp cut-off; also: some results filed as inactive read as strong as hits
# Target sequence (P9WH09 whole entry, looked up): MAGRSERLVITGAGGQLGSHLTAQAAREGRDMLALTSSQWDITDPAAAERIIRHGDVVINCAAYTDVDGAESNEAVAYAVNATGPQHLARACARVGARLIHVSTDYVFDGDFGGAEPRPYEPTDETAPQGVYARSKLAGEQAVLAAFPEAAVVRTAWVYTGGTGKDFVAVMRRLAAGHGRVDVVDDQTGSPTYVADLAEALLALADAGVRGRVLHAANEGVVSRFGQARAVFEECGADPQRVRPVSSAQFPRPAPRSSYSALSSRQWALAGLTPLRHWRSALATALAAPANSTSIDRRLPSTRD
# Target sequence (P9WH11 whole entry, looked up): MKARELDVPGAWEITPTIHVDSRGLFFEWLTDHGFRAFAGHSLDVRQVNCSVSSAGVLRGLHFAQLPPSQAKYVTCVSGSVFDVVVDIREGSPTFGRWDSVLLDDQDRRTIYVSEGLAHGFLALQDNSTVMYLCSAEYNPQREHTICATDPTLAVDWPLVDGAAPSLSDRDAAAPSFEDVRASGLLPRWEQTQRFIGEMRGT
# M. tuberculosis GlmU: inhibition of mycobacterial GlmU enzyme – biochemical, glucosamine-1-phosphate acetyltransferase (AID 1376). M. tuberculosis GlmU acetyltransferase enzyme assay; higher % means a stronger effect. 220,000 compounds, 0.25% hits. inhibition, %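 (tested at 30 µM in the primary screen)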, or IC50 in µM where a hit was titrated; in the data active = inhibition above about 13%;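 also: 0% = complete reaction with vehicle and 100% = reaction without substrate; strong numbers were not always called active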
# An asterisk follows results filed as active; / = no result given; & = joins results of further samples. An excerpt; the hit share may differ from the screen's.
SMILES,Mtb RmlCD inh,M. tuberculosis GlmU
Cc1c(NC(=S)NC(=O)C2CCCCC2)c(=O)n(-c2ccccc2)n1C,/,1.2%
CCC(C)C(NC(=O)OC(C)(C)C)C(=O)NC(C(=O)N1CCCC1C(N)=O)C(C)CC (stereo unspecified),-6.9,6.3%
CCOC(=O)c1c(C)nc2c(c1-c1ccccc1)C(=O)CC(C)(C)C2,0.6,2.6%
CCOC(=O)c1cnc(SCC(=O)Nc2cc(C(F)(F)F)ccc2N2CCOCC2)nc1N,-8.3,2.4%
O=C(COc1ccc([N+](=O)[O-])cc1)Nc1nnc(-c2cccnc2)s1,43.2,-2.0%
CN1CCN(c2ncnc3nc[nH]c23)CC1,-1.5,-1.9%
CC(C)(C)c1ccc(C(=O)c2c[nH]c(C(=O)NCCCn3ccnc3)c2)cc1,3.9,1.5%
Cc1cc(-c2nnc(CCC(=O)NC(C)c3ccccc3Cl)o2)no1 (stereo unspecified),11.5,-2.9%
COc1ccccc1CNC(=O)CCN1C(=O)COc2ccccc21,/,-2.6%
Cc1nn(C)cc1C(=O)/C=C/c1ccc([N+](=O)[O-])cc1,12.3,-0.3%
N#CC1=C(N)Oc2n[nH]c(CSc3ccccc3)c2C12C(=O)Nc1ccccc12 (stereo unspecified),-11.0,-1.1%
Cc1ccc(N2CN(CCc3ccccc3)CNC2=S)cc1,12.5,1.6%
O=C(N/N=C/c1cccs1)C(O)c1ccccc1 (stereo unspecified),-9.9,-2.5%
CCOC(=O)c1sc(NC(=O)Cc2ccc(F)cc2)nc1C,3.4,5.5%
[O-]/[N+](=C\c1cccc(Br)c1)c1ccccc1,-6.2,2.8%
Cc1ccc(C(=O)COC(=O)c2cnccn2)cc1,8.4,11.5%
O=C(Nc1ccc(Cl)cc1)C(c1ccccc1)N(CCO)CCO (stereo unspecified),3.7,0.6%
CCOC(=O)c1cnc2ccc(Cl)cc2c1NCCN(C)C,/,-4.2%
CCCCNC(=O)C(c1ccc(OCC(=O)OC)c(C(=O)OC)c1)N(CCc1ccccc1)C(=O)CCCCCN1C(=O)NC(c2ccc(-c3ccccc3)cc2)C(C(=O)OCc2ccccc2)=C1C (stereo unspecified),3.8,7.7%
CN(/N=C/c1ccc(O)cc1O)c1ncc(C(F)(F)F)cc1Cl,/,5.6%

# Compound profiles, from the list above. Screens in order: Mtb RmlCD inh | M. tuberculosis GlmU
# `CCCCNC(=O)C(c1ccc(OCC(=O)OC)c(C(=O)OC)c1)N(CCc1ccccc1)C(=O)CCCCCN1C(=O)NC(c2ccc(-c3ccccc3)cc2)C(C(=O)OCc2ccccc2)=C1C` (stereo unspecified) in the list: 3.8 | 7.7%
# `O=C(N/N=C/c1cccs1)C(O)c1ccccc1` (stereo unspecified) in the list: -9.9 | -2.5%
# `CN(/N=C/c1ccc(O)cc1O)c1ncc(C(F)(F)F)cc1Cl` in the list: / | 5.6%
# `N#CC1=C(N)Oc2n[nH]c(CSc3ccccc3)c2C12C(=O)Nc1ccccc12` (stereo unspecified) in the list: -11.0 | -1.1%
# `Cc1ccc(C(=O)COC(=O)c2cnccn2)cc1` in the list: 8.4 | 11.5%

# More records:
SMILES,Mtb RmlCD inh,M. tuberculosis GlmU
CCn1c(SCC(=O)N2CCN(c3ccccc3)CC2)nnc1-c1ccncc1,-2.2,-1.9%
O=C(c1ccccc1NS(=O)(=O)c1cccc([N+](=O)[O-])c1)N1CCOCC1,11.2,1.0%
COc1ccccc1/C=C/C=N/N1CCN(Cc2ccc(Cl)cc2)CC1,/,-1.3%
CC(=O)c1cn(CCCCCCCn2cc(C(C)=O)c(=O)[nH]c2=O)c(=O)[nH]c1=O,-4.0,1.3%
CCOC(=O)N1CCC(Nc2ccc(N3C(=O)C4CCCCC4C3=O)cc2[N+](=O)[O-])CC1 (stereo unspecified),10.0,1.5%
COc1ccc(-c2cc(C(=O)n3cnc4ccccc43)c3ccccc3n2)cc1,56.3,-0.1%
Cc1cnc(C(=O)OCC(=O)Nc2cccc(S(=O)(=O)N3CCCCC3)c2)cn1,-13.0,2.1%
Nc1ccccc1C(=O)OCc1ccc([N+](=O)[O-])cc1,-3.3,3.7%
COC(=O)c1cccc(NC(=S)Nc2ccc(Cl)c(Cl)c2)c1,-6.4,/
COc1ccc(NS(=O)(=O)c2cccc(NC(=O)NCCCl)c2)cc1,64.1,-1.6%
CCN1C(=O)c2cccc3c(S(=O)(=O)NCC4CCCO4)ccc1c23 (stereo unspecified),4.7,0.0%
CCOC(=O)c1ccccc1NC(=O)c1ccc(NS(C)(=O)=O)cc1,/,-1.7%
O=C(c1ccccc1F)N1CCN(c2ccccc2F)CC1,/,2.1%
CC(=O)N1CCN(c2ccc(NC(=O)c3cccc(OCc4ccccc4)c3)cc2)CC1,/,-9.3%
C1CN(CC2CCN(c3nc4nonc4nc3N3CCSCC3)CC2)CCO1,6.7,-6.3%
CCOc1ccc(NC(=S)N=Nc2c(O)[nH]c3ccccc23)cc1,2.2,0.2%
O=C(c1ccc(Cl)s1)N1CCN(c2ccccc2)CC1,9.2,0.6%
Cc1occc(=O)c1OC(=O)Nc1ccccc1,-1.4,3.3%
COc1ccc(C2=NOC(C(=O)N(C)Cc3ccccc3)C2)cc1 (stereo unspecified),-3.0,0.6%
CCC1(CC)Cc2ccccc2C(CC(=O)N2CCOCC2)=N1,8.6,1.8%
Cc1ccc(C)c(OCC(=O)Nn2c(C)nc3ccccc3c2=O)c1,-7.8,10.9%
CCN1CCN(C(c2ccc(F)cc2)c2nnnn2Cc2cccs2)CC1 (stereo unspecified),-5.7,-2.5%
CCOc1c2ccc(C(=O)NCCc3cccs3)cc2nn1CC,/,0.4%
COc1cc2[nH]c(=O)n3nc(-c4ccccc4)nc3c2cc1OC,/,-2.6%
O=C(COc1ncnc2ccccc12)NCCCN1CCCC1=O,2.6,-1.7%
CCOC(=O)c1c(C)oc2ccc(O)c(CN3CCCCC3)c12,-14.1,-1.9%
CC1(C)CC2(CCO1)N1CC3(C)CN2CC(C)(C1)C3=O (stereo unspecified),/,3.1%
C/C(=N\Nc1cccc([N+](=O)[O-])c1)c1ccccc1O,/,-6.4%
COc1ccccc1C(=O)N/N=C/c1cnc2ccccc2n1,-6.2,-0.1%
CC(=O)OC(COc1cccc(C)c1)Cn1cnc2ccccc21 (stereo unspecified),1.8,-5.0%
COc1cc(NC2=CC(=O)CC(C)(C)C2)cc(OC)c1OC,/,-0.5%
CC1(C)Cc2c(C#N)c(N)n(-c3ccccc3)c(=S)c2CO1,2.3,3.4%
COc1ccc2[nH]c(=O)c(CN(CCO)C(=O)c3cccs3)cc2c1,/,6.5%
CN1C(=O)/C(=C\c2ccccc2)Sc2ccc(C(=O)N3CCN(c4ccccn4)CC3)cc21,/,-3.1%
CCCc1ccc(Oc2cn[nH]c2-c2ccc(O)cc2O)cc1,-7.0,-4.3%
C=CCNC(=O)c1ccc(S(=O)(=O)CC)c(Cl)c1Cl,-7.1,-3.5%
CC1CN(Cc2nc3c(c(=O)n(C)c(=O)n3C)n2CC(=O)c2ccccc2)CC(C)O1 (stereo unspecified),-0.2,-5.8%
COc1cccc(C(=O)Nc2nc3c(c(=O)[nH]2)CCCC3)c1,11.9,3.3%
O=C(NC1CC1)c1ccc2c(c1)ncn2C1CCCC1,/,-3.2%
CCC(C)(C)n1nnnc1C(c1cccnc1)N1CCCc2ccccc21 (stereo unspecified),-15.4,-2.7%
O=C(NC1CCCC1)c1ccc(Br)s1,-1.9,0.2%
CCOC(=O)c1c(NC(=O)COC(=O)Cn2cnc3ccccc32)sc2c1CCC(C)C2 (stereo unspecified),21.7,-1.6%
CNc1ccc(/C=C2\CSc3ccccc3C2=O)cc1[N+](=O)[O-],9.8,-3.0%
COc1ccc(-c2nnn(CC(=O)NC3CCCc4ccccc43)n2)cc1OC (stereo unspecified),/,0.9%
NNC(=O)c1cc(Br)cs1,-2.4,7.6%
CCCCCCCCn1ccc(=N)cc1,-9.2,1.8%
COC(=O)Nc1nnc(CC(=O)Nc2ccccc2C)s1,/,2.6%
Cn1c(-c2csc(-c3ccccc3)n2)n[nH]c1=S,8.8,4.1%
COC(=O)c1c(-c2ccc(C(C)(C)C)cc2)csc1NC(=O)C1C2CCC(O2)C1C(=O)O (stereo unspecified),/,2.5%
Cc1nnc(N2CCOCC2)c2nn(-c3cccc(Cl)c3)c(C)c12,4.9,0.5%
# (further entries)
SMILES,Mtb RmlCD inh,M. tuberculosis GlmU
O=C(OCC(=O)C12CC3CC(CC(C3)C1)C2)c1cccnc1Cl,7.1,-1.7%
O=C1CC(NNc2ccccc2)C(=O)N1c1ccc(N2CCCCC2)cc1 (stereo unspecified),9.6,-3.8%
c1ccc2[nH]c(-c3ccncc3)nc2c1,-2.6&5.1,-0.7%&-6.1%
CSc1nc2ccc(Br)cc2[nH]1,-6.3,-2.0%
CCCCN1C(=O)C(O)(CC(=O)c2c(C)coc2C)c2ccccc21 (stereo unspecified),-16.3,1.8%
CCCCSc1nnc(-c2ccc(NC(=O)CC)cc2)n1C,16.5,/
CCOC(=O)/C(=N\Nc1ccccc1)S(=O)(=O)c1ccccc1,-3.3,0.3%
CCC(C)(C)NC(=O)C(c1ccccc1)N(C(=O)c1csnn1)C1CC1 (stereo unspecified),/,-2.6%
Cc1ccc(NC(NC(=O)c2cccs2)C(Cl)(Cl)Cl)cc1 (stereo unspecified),7.4,-4.5%
CN(C)c1ccc(/C=C2\CCC/C(=C\c3ccccc3)C2=O)cc1,3.7,0.1%

# The last four records of the section above lead into the next.
SMILES,Mtb RmlCD inh,M. tuberculosis GlmU
CCOC(=O)/C(=N\Nc1ccccc1)S(=O)(=O)c1ccccc1,-3.3,0.3%
CCC(C)(C)NC(=O)C(c1ccccc1)N(C(=O)c1csnn1)C1CC1 (stereo unspecified),/,-2.6%
Cc1ccc(NC(NC(=O)c2cccs2)C(Cl)(Cl)Cl)cc1 (stereo unspecified),7.4,-4.5%
CN(C)c1ccc(/C=C2\CCC/C(=C\c3ccccc3)C2=O)cc1,3.7,0.1%
O=C(Nc1c(F)cccc1F)c1ccc(-n2cncn2)nc1,/,0.2%
O=C(NC(=S)Nc1cc(S(=O)(=O)N2CCOCC2)ccc1O)c1ccco1,4.9,-4.5%
Cc1c(N2C(=O)C3C4C=CC(C4)C3C2=O)c(=O)n(-c2ccccc2)n1C (stereo unspecified),/,2.1%
Fc1cccc(Nc2ncnc3c2cnn3-c2ccccc2)c1,/,-0.2%
CC(C)C[C@H](NC(=O)c1[nH]cnc1C(=O)N[C@@H](Cc1ccccc1)C(=O)OC(C)(C)C)C(=O)OC(C)(C)C,/,-0.9%
COc1cccc(C(O)CC(N)=O)c1 (stereo unspecified),/,5.2%
Cc1cc(SCC(=O)N/N=C/c2cccnc2)nc2c(C)cccc12,/,-0.7%
COc1ccc([N+](=O)[O-])cc1NC(=O)CC1SC(=Nc2cccc(C)c2C)N(/N=C/c2cccc(OC)c2OC)C1=O (stereo unspecified),11.4,-2.4%
Cc1cc(-c2csc(NC(=O)c3ccccc3C(F)(F)F)n2)c(C)n1Cc1ccccc1,3.0,-0.9%
Cc1cc(/C=C2\SC(=O)N(CC(=O)Nc3ccccc3F)C2=O)c(C)n1C,3.2,3.9%
S=C(Nc1cccc2ccccc12)NN1CCOCC1,10.0,3.2%
Cc1cc(C(=O)CSc2nnc(-c3ccc(OC(F)F)cc3)o2)c(C)n1Cc1cccs1,/,-2.7%
O=C(/C=C/c1cccc(C(F)(F)F)c1)Nc1cccc(C(F)(F)F)c1,2.2,4.1%
O=C1CCC([N+](=O)[O-])C(c2ccc(Cl)c([N+](=O)[O-])c2)N1 (stereo unspecified),2.4,0.8%
O=C(Nc1ccccc1-c1ccccc1)NC1CCN(CC(=O)N2CCOCC2)CC1,7.3,1.3%
O=C(c1ccccc1Sc1cccc2ccccc12)N1CCOCC1,/,3.9%
O=C1CCCC(O)=C1C1NCCc2ccccc21 (stereo unspecified),5.2,-3.7%
COc1ccc(C2C(C#N)=C(N)OC3=C2C(=O)CCC3)c(OC)c1OC (stereo unspecified),/,-1.4%
COc1cccc(CC2(CO)CCCN(Cc3cc(F)ccc3-n3cccn3)C2)c1 (stereo unspecified),/,2.3%
Cn1ccnc1SCc1nc2c(cnn2-c2ccccc2)c(=O)[nH]1,29.6,1.5%
Cc1ccc(NC(=O)c2c(C)nn(-c3ccccc3)c2Cl)cc1,3.8,2.1%
Cc1n[nH]c(=O)n1-c1ccc(OCc2ccccc2)cc1,/,-0.2%
Cc1cc(=O)n(CCCO)c(O)c1C#N,3.2,-7.9%
CC(=O)c1noc(C)c1C(=O)Nc1nccs1,/,1.6%
O=C(NCc1ccccn1)c1ccc(Cl)s1,-14.3,2.4%
COc1ccc(Nc2ccc(S(=O)(=O)N3CCCCC3)cc2[N+](=O)[O-])cc1OC,3.1,-4.4%
Cc1ccc(-c2ccc(/C=C(\C#N)C(N)=S)o2)c([N+](=O)[O-])c1,5.7,-3.3%
O=C(CCNC(=O)c1ccc(Cl)cc1)Nc1ccc(F)cc1F,-9.7,0.5%
COC(=O)c1sc(-c2ccc(C(C)(C)C)cc2)cc1NC(=O)CSCC(=O)O,-10.3,3.4%
CN1C(=O)C(CC(=O)Nc2ccc3c(c2)Cc2ccccc2-3)N(C)C1=O (stereo unspecified),76.6,-3.9%
COc1ccccc1-c1nnn(CC#N)n1,14.3,-3.0%
COC(C[C@H]1O[C@@H]1[C@@H](O)[C@H](C)OCc1ccccc1)OC,/,1.7%
C/C(=N\OCC(=O)NC12CC3CC(CC(C3)C1)C2)c1cc2ccccc2o1,-7.3,3.7%
O=C(NNC(=O)c1cccc(O)c1)Nc1ccc([N+](=O)[O-])cc1,-3.6,-2.1%
O=C(NC1CCCCC1)NC12CC3CC(CC(C3)C1)C2,-10.8,3.2%
COCCN(C(=S)Nc1ccccc1OC)C1CCN(C(C)C)CC1,-10.6,-4.1%
COc1ccc(/C=N/NC(=O)CN(CCc2ccccc2)S(=O)(=O)c2ccc(NC(C)=O)cc2)cc1OC,/,1.2%
CCC(c1nnc(SCC(=O)NCC2CCCO2)n1Cc1ccccc1)N(C)C (stereo unspecified),/,1.9%

# Screens deposited in PubChem BioAssay by several laboratories.
